# From PubChem BioAssay
# UHRF1 binding: blocks human UHRF1 binding to methylated DNA. Q96T88. UHRF1 binding to methylated oligo, TR-FRET. inhibition, % at 4.4 µM. actives 0.75% (n = 370,000); in the data active means inhibition above about 21%;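 further: UHRF1 SRA domain binding a hemimethylated CpG hairpin DNA probe; 0% = median of test compound wells and 100% = reference inhibitor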
# TCR CD3 inh: inhibitors of human TCR-CD3 interaction | actives 0.37% (n = 360,000) | inhibition, % at 9.4 µM | TAMRA-labeled TCR probe fluorescence, biochemical; in the data active means inhibition above about 19%;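 further: recombinant mutant TCR 2C K166C tagged with TAMRA read by polarization; 0% = receptor in buffer alone and 100% = receptor with positive control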
# SIAE inh: blocks human sialic acid acetylesterase | inhibition, % at 9.66 µM | actives 0.69% (n = 370,000) | AID 1053197 | Q9HAT2 | SIAE FP-Rh probe binding, fluorescence polarization;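 active means inhibition above a cutoff: mean of compounds within the control limits plus 3 SD of those, cut at about 17% in these data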;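 further: 0% = plate median of compound wells and 100% = probe without SIAE protein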
# Target sequence (Q9HAT2 whole entry, looked up): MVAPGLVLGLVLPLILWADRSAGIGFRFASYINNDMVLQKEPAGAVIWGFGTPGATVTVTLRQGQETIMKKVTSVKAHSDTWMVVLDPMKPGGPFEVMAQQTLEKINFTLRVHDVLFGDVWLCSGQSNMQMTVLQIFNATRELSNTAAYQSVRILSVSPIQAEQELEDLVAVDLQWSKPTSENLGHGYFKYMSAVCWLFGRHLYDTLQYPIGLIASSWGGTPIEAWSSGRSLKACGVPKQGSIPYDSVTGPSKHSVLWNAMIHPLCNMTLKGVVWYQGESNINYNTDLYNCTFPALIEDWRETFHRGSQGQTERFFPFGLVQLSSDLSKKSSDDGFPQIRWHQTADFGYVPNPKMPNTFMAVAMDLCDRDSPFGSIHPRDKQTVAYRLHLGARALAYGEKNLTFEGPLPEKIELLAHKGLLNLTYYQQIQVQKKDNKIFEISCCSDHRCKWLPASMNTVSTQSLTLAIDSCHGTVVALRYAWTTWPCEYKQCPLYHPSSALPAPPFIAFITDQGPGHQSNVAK
# TDP2 absorb: blocks human TDP2 phosphodiesterase activity | recombinant TDP2, T5PNP hydrolysis, p-nitrophenol absorbance 415 nm | O95551 | actives 0.34% (n = 370,000) | inhibition, % at 12.8 µM;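 active means inhibition above the mean of all tested compounds plus 3 SD, set per campaign, cut at about 25% in these data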;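 further: 0% = DMSO with enzyme and 100% = buffer with substrate but no TDP2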
#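 Material: recombinant human TDP2; quantity: TDP2 enzyme at 120 nM final; medium: Tris-HCl pH 7.5 with MgCl2; compound: single concentration, 12.8 µM nominal, with 1% DMSO; incubation: 2 h enzyme incubation at 37 °C; signal: epi absorbance; measure: percent inhibition; benchmarks: high control without enzyme, low control DMSO plus TDP2; repeats: singlicate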
# HTRA1 inh: HTRA1 (human) protease inhibition; recombinant HTRA1, FP-rhodamine activity-based probe, fluorescence polarization; inhibition, % at 5.96 µM; actives 0.5% (n = 340,000); AID 504803; in the data active means inhibition above about 36%;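 further: 0% = enzyme with DMSO and 100% = wells lacking enzyme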
# Tn7 DDE FP: inhibitors of Tn7 peptide binding to human fibrin DD(E) | inhibition, % at 8.3 µM | P02675 | actives 0.13% (n = 370,000) | FP displacement of FITC-Tn7 peptide from fibrin DD(E); 0% = median of compound wells per plate;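 active means inhibition above the mean of compounds falling within the control limits plus 3 SD of them, cut at about 14% in these data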;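 further: 0% = plate median of compound wells and 100% = 10 µM Aha-Tn7 peptide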
#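 Assay system: human fibrin DD(E). Input: DD(E) 2 µM final. Medium: Tris buffer with calcium and detergent, pH 7.8. Compound dosing: single point at 8.3 µM. Timing: 10 min plus 3 h, room temperature. Technique: fluorescence polarization of the labelled Tn7 tracer. Read-out: percent inhibition. Replicates: singlicate testing.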
# mABHD4 FP: inhibits mouse alpha/beta hydrolase domain 4; Q8VD66; purified mABHD4, FP-Rh probe fluorescence polarization; inhibition, % at 8.92 µM; actives 0.54% (n = 370,000);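 active means inhibition exceeding the mean over every tested compound plus 3 SD, cut at about 30% in these data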;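 further: 0% = plate median of compound wells and 100% = S159A mutant with DMSO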
#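 System: mouse ABHD4 enzyme, wild type / Medium: HEPES pH 7.0, NaCl, Pluronic buffer / Reagent: FP-Rh activity-based fluorescent probe / Control set: S159A mutant high control, sample median low control / Detection: fluorescence polarization with parallel and perpendicular emission, 525/598 nm / Schedule: 45 min + 60 min at 25 °C / Compound dosing: 8.92 µM, single dose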
# PRMT1 FP inh: inhibitors of human PRMT1; Q99873; recombinant PRMT1, activity-based probe fluorescence polarization; inhibition, % at 2.79 µM; actives 1.3% (n = 370,000); AID 652257;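 active means inhibition above about 21% made by adding two undisclosed values, limit read from the data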
# Target sequence (Q99873 whole entry, looked up): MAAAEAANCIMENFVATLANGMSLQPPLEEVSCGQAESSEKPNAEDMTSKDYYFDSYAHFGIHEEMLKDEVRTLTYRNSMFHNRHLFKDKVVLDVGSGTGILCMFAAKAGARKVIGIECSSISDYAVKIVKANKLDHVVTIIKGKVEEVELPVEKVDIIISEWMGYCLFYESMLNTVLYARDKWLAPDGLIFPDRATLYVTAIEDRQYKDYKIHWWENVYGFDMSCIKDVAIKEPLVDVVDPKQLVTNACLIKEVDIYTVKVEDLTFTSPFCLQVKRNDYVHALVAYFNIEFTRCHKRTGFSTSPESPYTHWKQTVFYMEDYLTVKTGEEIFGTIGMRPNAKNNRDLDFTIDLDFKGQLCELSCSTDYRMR
# PG9 binder: binds the HIV-1 gp120 antibody PG9; TR-FRET gp120-PG9 antibody binding; inhibition, % at 6.7 µM; actives 0.43% (n = 360,000); in the data active means inhibition above about 8.5%
# LEDGF integ inh: blocks HIV-1 LEDGF/p75-dependent DNA integration. TR-FRET IN-LEDGF/p75 DNA integration, Eu/Cy5. AID 743269. inhibition, % at 3.7 µM. actives 0.64% (n = 370,000);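 active means inhibition above the screen-wide mean plus 3 SD, cut at about 13% in these data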;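 further: signal is the Cy5 over europium emission ratio at 671 and 618 nm; 0% = plate median of compound wells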
# * hit, by the source's call; . = not tested or not shown.
SMILES,UHRF1 binding,TCR CD3 inh,SIAE inh,TDP2 absorb,HTRA1 inh,Tn7 DDE FP,mABHD4 FP,PRMT1 FP inh,PG9 binder,LEDGF integ inh
COc1ccc(OC)c(Nc2nc3nonc3nc2N2CCCCC2)c1,8,-1,-5,14,5,4,5,0,-2.2,1
CCC(Sc1nc(-c2cccc(OC)c2)c(C#N)c(=O)[nH]1)C(=O)Nc1nnc(C(C)C)s1 (centres undefined),7,-8,-6,-6,-13,-2,-2,4,7.5,-3
COc1ccccc1/C=C/C=N/NC(=O)CCn1cnc2ccccc21,-1,-4,-1,3,4,-3,5,1,-4.4,1
CN(C)/C(Cn1cncn1)=C1/N=C(c2c(F)cccc2F)OC1=O,-3,4,-1,-2,5,3,1,-1,-1.7,-2
CCc1nn(CC(=O)N2CCN(c3cc(C)ccc3C)CC2)c(=O)c2cc3occc3n12,16,-2,-3,7,0,3,4,-5,-0.3,-1
Cn1c(=O)c(=O)n(C)c2cc(S(=O)(=O)CCC(=O)N3CCCCC3)ccc21,-2,-4,5,13,-1,3,0,0,-1.6,0
CCOC(=O)C1(CCOc2ccccc2)CCN(Cc2cc(OC)c(O)c(OC)c2)CC1,-4,2,8,4,9,-7,2,-1,-2.1,-1
Cc1cccc(NC(=O)Nc2ccc(Cl)c(Cl)c2)n1,0,2,-12,3,-3,3,3,-2,-0.3,0
NC(=O)CC(NC(=O)Cc1cccc2ccccc12)c1ccc(N2CCN(c3ccc(F)cc3)CC2)c([N+](=O)[O-])c1 (centres undefined),-1,0,-1,8,8,0,9,2,-1.4,-1
CCN(CC(=O)NCc1cccs1)c1ccc(S(=O)(=O)N2CCCC2)cn1,-1,4,.,5,-3,4,3,-1,-0.8,2

# Two records drawn at random from those above, as already listed:
SMILES,UHRF1 binding,TCR CD3 inh,SIAE inh,TDP2 absorb,HTRA1 inh,Tn7 DDE FP,mABHD4 FP,PRMT1 FP inh,PG9 binder,LEDGF integ inh
CCC(Sc1nc(-c2cccc(OC)c2)c(C#N)c(=O)[nH]1)C(=O)Nc1nnc(C(C)C)s1 (centres undefined),7,-8,-6,-6,-13,-2,-2,4,7.5,-3
Cc1cccc(NC(=O)Nc2ccc(Cl)c(Cl)c2)n1,0,2,-12,3,-3,3,3,-2,-0.3,0

# Additional records.
SMILES,UHRF1 binding,TCR CD3 inh,SIAE inh,TDP2 absorb,HTRA1 inh,Tn7 DDE FP,mABHD4 FP,PRMT1 FP inh,PG9 binder,LEDGF integ inh
Cc1ccc(NC(=O)CSc2nnc(-c3ccco3)c(-c3ccco3)n2)cc1,8,8,6,20,31,1,41*,37*,-0.8,25*
CCS(=O)(=O)N1CCC(C(=O)Nc2ccc(C(C)=O)cc2)CC1,2,4,-1,-7,0,4,2,0,-0.2,0
CCCCn1c(CCNC(=O)c2cccs2)nc2ccccc21,-2,8,1,-2,-2,4,6,0,-1.5,-7
Cc1cc(C)c2c(CC(=O)Nc3nccs3)coc2c1,1,-5,7,8,-16,1,-10,-2,-1.5,-3
Cc1cc(N2CCN(C)CC2)nc2ccc(NC(=O)CCC(=O)NCc3ccco3)cc12,7,-8,3,-17,0,-7,0,0,-0.8,4
Cc1ccsc1C(=O)OCC(=O)N(C)C1CCCCC1,0,-5,2,0,9,11,1,4,0.1,-4
O=C(Nc1cnc2ccccc2c1)N1CCOCC1,20,-7,3,-10,0,-3,-10,6,0.0,0
Cc1ccccc1C(=O)c1cccn1CC(=O)NC(C)c1ccccc1 (centres undefined),-3,5,8,17,-5,-3,0,-3,0.2,4
COc1ccccc1-n1c(N)cc(=O)nc1SCC(=O)Nc1cc(C)on1,-1,-6,-1,7,3,3,-3,-1,-1.3,4
O=C(NCc1ccc2c(c1)OCO2)c1nc(Cn2ccc([N+](=O)[O-])n2)no1,2,4,-4,-17,-5,4,-7,-8,-0.8,-2
CC(=O)N1CCN(c2ccc(N3CCN(Cc4ccccc4)[C@H](C)C3)c(C)c2)[C@H](C)C1,0,5,9,-1,.,0,2,-3,-1.8,-1
O=C1C(Oc2ccc(Cl)cc2)C(c2ccc3c(c2)OCO3)N1CC1CCCO1 (centres undefined),7,-6,-3,-13,-5,-6,-8,-1,-2.0,6
Cc1cc(NC(=O)COC(=O)c2cnccn2)ccc1Br,1,-6,8,2,-3,-6,-3,-2,-0.1,1
COc1ccc(NC(=O)CSc2nnc3c4c(nc(-c5ccccc5)n23)CC(C)(C)OC4)cc1,0,5,5,2,-1,5,4,-1,-1.0,-3
O=C(NCCc1ccccc1)C(=Cc1ccc(C(=O)O)cc1)C(=O)NCCc1ccccc1,0,-6,8,7,5,-6,-3,3,1.1,-2
O=C(NCc1csc(-c2cccs2)n1)c1ccccc1,-2,4,0,2,2,0,-3,2,-0.2,-2
COC(=O)C1=C(C)N(Cc2cccc(C(F)(F)F)c2)C(=NCC2CC2)NC1c1cccc(Cl)c1 (centres undefined),3,-2,2,-3,.,2,11,-1,2.2,4
COc1ccc(CCN2CCC(Nc3nc4ccccc4n3Cc3ccc(F)cc3)CC2)cc1,0,5,1,0,5,13,8,-4,0.9,0
Cc1c(CCOC(=O)C23CC4CC(CC(C)(C4)C2)C3)sc[n+]1CC(=O)c1ccccc1,1,3,-7,-15,-34,-6,2,-3,-1.4,-1
COc1ccc(N(CC(=O)Nc2ccc(OC)c(OC)c2)S(=O)(=O)c2ccccc2)cc1Cl,7,-10,3,-16,-9,-2,-1,-3,-0.6,6
COc1ccc(NC(=S)NC(=O)c2cccnc2)cc1,1,-6,-4,-10,3,2,-3,-1,-1.9,-7
COc1ccc(CCNc2nc(-c3ccc(F)cc3)c(CC(=O)O)s2)cc1OC,1,-2,-13,14,2,-3,-13,-1,-1.7,1
O=C(NCC(c1ccco1)N1CCc2ccccc21)C(=O)Nc1ccc(F)cc1F (centres undefined),1,-1,6,1,-6,4,-6,0,-2.7,3
C=C1C[C@H](O[C@@H]2O[C@H](CO)[C@@H](O)[C@H](O)[C@H]2O)[C@@H]2[C@H](OC(=O)[C@H]2C)[C@H]2[C@H](C)[C@@H](O)C[C@@H]12,1,1,1,-5,-2,-1,1,-1,0.2,2
CC1(C)CC(=O)C(C=Nc2ccc(N)cc2)=C(O)C1,8,23*,11,54*,26,-2,35*,9,-9.5,36*
CN(N)c1nc(C(F)(F)F)nc2ccccc12,0,0,2,-1,-4,3,2,-2,-4.2,3
Cc1c(NC(=O)c2ccc(-c3ccc([N+](=O)[O-])cc3Cl)o2)c(=O)n(-c2ccccc2)n1C,-3,-7,-8,1,-2,5,0,3,1.6,1
CCc1cccc(CC)c1NC(=S)Nc1ccccc1,0,6,2,7,0,1,1,1,0.2,-1
CC(NC(=O)COc1cccc(Br)c1)C(=O)O (centres undefined),7,-5,2,-14,4,-3,-11,1,-2.5,10
CC(C)(C)C(=O)Nc1nc(NC(=O)C(C)(C)C)nc(-c2ccccc2Cl)n1,-1,3,-6,-15,.,5,-2,-3,-0.2,0

# Entries above that have fluorine, in the order listed:
SMILES,UHRF1 binding,TCR CD3 inh,SIAE inh,TDP2 absorb,HTRA1 inh,Tn7 DDE FP,mABHD4 FP,PRMT1 FP inh,PG9 binder,LEDGF integ inh
CN(C)/C(Cn1cncn1)=C1/N=C(c2c(F)cccc2F)OC1=O,-3,4,-1,-2,5,3,1,-1,-1.7,-2
NC(=O)CC(NC(=O)Cc1cccc2ccccc12)c1ccc(N2CCN(c3ccc(F)cc3)CC2)c([N+](=O)[O-])c1 (centres undefined),-1,0,-1,8,8,0,9,2,-1.4,-1
COC(=O)C1=C(C)N(Cc2cccc(C(F)(F)F)c2)C(=NCC2CC2)NC1c1cccc(Cl)c1 (centres undefined),3,-2,2,-3,.,2,11,-1,2.2,4
COc1ccc(CCN2CCC(Nc3nc4ccccc4n3Cc3ccc(F)cc3)CC2)cc1,0,5,1,0,5,13,8,-4,0.9,0
COc1ccc(CCNc2nc(-c3ccc(F)cc3)c(CC(=O)O)s2)cc1OC,1,-2,-13,14,2,-3,-13,-1,-1.7,1
O=C(NCC(c1ccco1)N1CCc2ccccc21)C(=O)Nc1ccc(F)cc1F (centres undefined),1,-1,6,1,-6,4,-6,0,-2.7,3
CN(N)c1nc(C(F)(F)F)nc2ccccc12,0,0,2,-1,-4,3,2,-2,-4.2,3

# Other results.
SMILES,UHRF1 binding,TCR CD3 inh,SIAE inh,TDP2 absorb,HTRA1 inh,Tn7 DDE FP,mABHD4 FP,PRMT1 FP inh,PG9 binder,LEDGF integ inh
COc1ccc(C(=O)N[C@H](C(=O)Nc2ccc(OC)nc2)C(C)C)cc1,-3,1,3,-5,4,-4,-1,2,-0.1,0
Cc1ccc2c(c1)sc1nc(=O)n(-c3ccc(Cl)c(Cl)c3)c(=O)n12,-1,5,-7,6,-5,3,-1,0,3.4,1
CCOC(=O)c1nnn(CC(=O)N2N=C(c3ccc(Cl)cc3)CC2c2ccc(OC)cc2)c1C(=O)OCC (centres undefined),1,-3,-7,2,-8,2,-3,3,0.0,2
Cc1cc(C)nc(SCCC(=O)N(C)C)n1,-1,0,6,2,-3,-3,-5,13,-0.7,-2
COc1ccc2c(OC)c3ccoc3nc2c1OC,-6,4,7,-6,-5,-5,-2,-8,1.3,2
COCCCNc1nc2ccccc2[nH]c1=O,-3,2,-8,-6,-2,-1,-4,0,1.3,-5
CC1CCN(C(=O)c2ccc(S(=O)(=O)NCc3ccco3)cc2)CC1,2,3,-1,8,1,-5,-3,3,-0.4,-1
CCCn1nnnc1NCc1ccc(CC)cc1,-3,0,-10,5,5,1,3,2,0.3,5
COc1ccc(-c2noc(CCC(=O)N3CCN(c4ccc(F)cc4)CC3)n2)cc1,2,-4,12,14,3,4,4,1,-1.3,0
COc1cccc(C(=O)N(Cc2ccco2)Cc2cc3cccc(C)c3[nH]c2=O)c1,5,-1,-8,2,-6,3,-12,8,2.9,1
O=C(c1ccc(S(=O)(=O)N2CCOCC2)cc1)N1CCN(c2ccc(F)cc2)CC1,1,6,7,2,-3,0,7,-1,-0.9,-1
COc1ccc(C2=Nn3c(nnc3-c3ccccc3Cl)SC2)cc1OCC1CC1,1,7,-10,-1,-48,-2,-14,3,-0.8,-2

# Part of the list above, showing only PRMT1 FP inh:
Molecule,PRMT1 FP inh
Cc1ccc2c(c1)sc1nc(=O)n(-c3ccc(Cl)c(Cl)c3)c(=O)n12,0
CCOC(=O)c1nnn(CC(=O)N2N=C(c3ccc(Cl)cc3)CC2c2ccc(OC)cc2)c1C(=O)OCC (centres undefined),3
